# Source: PubChem (several laboratories)
# p47phox inh – blocks human p47phox regulatory protein of NADPH oxidases. P14598. p47phox/p22phox peptide binding, fluorescence polarization, 2 h. inhibition, % at 24.7 µM. 220,000 tested, 0.53% active;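 active = inhibition above about 30%, limit read from the data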;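 also: 0% = p47phox with labelled peptide and 100% = labelled peptide alone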
# Target sequence (P14598 whole entry, looked up): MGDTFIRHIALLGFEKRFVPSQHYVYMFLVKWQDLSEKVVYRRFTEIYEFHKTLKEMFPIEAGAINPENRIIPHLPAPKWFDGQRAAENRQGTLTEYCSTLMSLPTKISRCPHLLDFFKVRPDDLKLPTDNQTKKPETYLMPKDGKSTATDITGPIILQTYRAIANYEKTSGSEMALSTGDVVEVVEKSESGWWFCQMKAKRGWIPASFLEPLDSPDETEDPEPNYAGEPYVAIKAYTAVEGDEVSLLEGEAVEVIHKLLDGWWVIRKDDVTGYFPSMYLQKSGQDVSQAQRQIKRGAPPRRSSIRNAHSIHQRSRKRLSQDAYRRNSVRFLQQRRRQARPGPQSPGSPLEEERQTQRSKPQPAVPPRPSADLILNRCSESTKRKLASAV
# EP2 antag – blocks the human prostaglandin E2 receptor EP2. C6 glioma cells expressing human EP2, cAMP TR-FRET; cells stimulated with saturating PGE2. inhibition, % at 25 µM. 260,000 tested, 0.52% active. AID 1422;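 active = percent inhibition above 40 after rounding to a whole number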;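 also: rat C6 glioma host cells with rolipram phosphodiesterase inhibitor present; the protocol text gives 20 µM as final concentration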
# Target sequence (P43116 whole entry, looked up): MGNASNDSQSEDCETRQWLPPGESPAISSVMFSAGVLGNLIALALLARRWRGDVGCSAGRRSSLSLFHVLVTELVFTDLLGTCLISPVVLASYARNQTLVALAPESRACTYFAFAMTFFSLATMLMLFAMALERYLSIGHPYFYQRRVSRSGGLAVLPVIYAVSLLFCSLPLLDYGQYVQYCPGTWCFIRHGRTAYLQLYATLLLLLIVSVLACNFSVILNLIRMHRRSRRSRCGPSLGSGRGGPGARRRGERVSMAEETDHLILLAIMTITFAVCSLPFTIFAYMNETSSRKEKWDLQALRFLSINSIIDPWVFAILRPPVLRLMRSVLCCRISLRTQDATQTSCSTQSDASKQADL
# BaF3 tox – counter-screen for JAK2V617F inhibitors: parental Ba/F3 viability inhibitors. 220,000 tested, 1.1% active. inhibition, % at 5.6 µM. CellTiter-Glo ATP luminescence;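 active = inhibition above a per-campaign cutoff, the mean inhibition of all tested compounds plus 3 SD, cut at about 27% in these data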;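 also: 0% = DMSO wells and 100% = JAK Inhibitor I control wells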
# p97 ATPase inh – inhibitors of human p97 ATPase | P55072 | recombinant p97 ATPase, Kinase-Glo ATP luminescence, 3 h | inhibition, % at 8 µM | 220,000 tested, 0.42% active | AID 1481; in the data active = inhibition above about 15%;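 also: 0% = DMSO vehicle and 100% = wells lacking enzyme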
# TbHK1 inh – blocks Trypanosoma brucei hexokinase 1 activity; 220,000 tested, 0.11% active; recombinant TbHK1, G6PDH-coupled NADH A340; inhibition, % at 10 µM;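 active = inhibition of 50% or more in the single-dose primary screen; inactive = inhibition below 50%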
# Furin inh – blocks human furin protease activity; purified furin, fluorogenic substrate cleavage; 220,000 tested, 0.061% active; P09958; inhibition, % at 30 µM; in the data active = inhibition above about 25%; also: inactives centre near -15
# PPC-1+TRAIL kill – PPC-1 cancer cell killing with TRAIL present. 220,000 tested, 0.41% active. PPC-1 cells + TRAIL, ATPLite viability luminescence. AID 1443. cell killing (% activity), % at 4 µM;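 active = cell killing above 50% in the first pass at 4 µM, then a duplicate retest at 5 µM averaging 50% or more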;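 also: plate controls were cells with TRAIL plus DMSO for no effect and medium-only wells lacking cells for full effect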
# RBBP9 inhibitor – inhibitors of human serine hydrolase RBBP9. inhibition, % at 7.94 µM. recombinant RBBP9, FP-Rh probe fluorescence polarization. O75884. 220,000 tested, 0.2% active;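 active = inhibition above the campaign mean of all tested compounds plus 3 SD, cut at about 14% in these data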;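 also: plate controls were DMSO wells with RBBP9 for no effect and wells lacking RBBP9 protein for full effect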
# Target sequence (O75884 whole entry, looked up): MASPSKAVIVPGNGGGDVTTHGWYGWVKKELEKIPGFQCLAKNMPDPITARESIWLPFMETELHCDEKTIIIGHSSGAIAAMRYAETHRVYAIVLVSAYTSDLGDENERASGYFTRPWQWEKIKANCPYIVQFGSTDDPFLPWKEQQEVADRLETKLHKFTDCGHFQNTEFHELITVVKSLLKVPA
#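 System: RBBP9 protein / Buffer or medium: Tris/NaCl buffer pH 8.0 with 0.1% Pluronic / Probe or stimulus: Serine-hydrolase probe FP-Rh, 375 nM pre-mixing / Dosing: 7.94 µM single dose, 0.794% DMSO / Times: enzyme-compound preincubation 30 min, then probe labeling 45 min, 25 °C / Technique: fluorescence polarization (mP), excitation 525 nm, emission 598 nm / Replication: singlicate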
# Ba/F3 V617F tox – loss of viability in JAK2V617F-driven Ba/F3 cells; Ba/F3 EpoR-JAK2V617F viability, ATP luminescence; inhibition, % at 5.6 µM; 220,000 tested, 1.1% active;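 active = inhibition above the campaign mean plus 3 SD over all tested compounds, cut at about 24% in these data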;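 also: cytokine-independent growth of Ba/F3 cells driven by EpoR plus mutant JAK2; 0% = DMSO-treated cells and 100% = JAK inhibitor I control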
# Starred values were filed as active, the others as inactive; · = no result given; & = joins results of further samples; [ ] = remark or other dose.
Structure	Furin inh	Ba/F3 V617F tox	p97 ATPase inh	RBBP9 inhibitor	TbHK1 inh	p47phox inh	PPC-1+TRAIL kill	EP2 antag	BaF3 tox
COc1ccc(C(=O)NCc2ccc3c(c2)CCO3)cc1	4.7	-5.6	11.5	4.9	-2.1	-3.5	1.3	13.8	1.0
COc1ccccc1CCc1nnc(CCC(=O)NCC(C)Oc2cccnc2)o1 (stereo unspecified)	-23.3	-1.3	-2.2	-10.4	-8.0	2.5	-6.9	4.7	2.0
COc1ccccc1C1=NNC(=NCc2ccccc2)SC1	-25.5	-5.0	1.4	6.1	-7.6	-10.2	-34.7	2.7	4.5
COc1ccc(OCCC(=O)Nc2nccs2)cc1	-30.5	1.9	4.8	-3.5	1.4	-19.8	-1.6	8.0	5.0
CCc1ccc(Sc2cc(C(=O)NCCN3CCOCC3)c3ccccc3n2)cc1	-9.9	2.2	2.0	2.3	-20.8	-11.1	14.5	3.4	6.4
COc1cc2c3c(c1)/C(=C1/SC(=S)NC1=O)C(=O)N3C(C)(C)C=C2C	-11.4	-0.1	-2.8	-0.7	-0.9	6.4	6.0	10.7	0.9
O=C(CCSc1ccc(Cl)cc1)NC12CC3CC(CC(C3)C1)C2	-9.3[20 µM]	-4.4	-1.1	0.5	-3.6	1.0	-20.0	8.3	2.6
COc1cc(NC(=O)C2CCC(CNc3c(N4CCC(C)CC4)c(=O)c3=O)CC2)cc(OC)c1 (stereo unspecified)	-10.5	-2.2	1.5	-8.8	-3.6	5.9	8.4	4.8	0.2

# Next part; it opens with the two that closed the last part.
Structure	Furin inh	Ba/F3 V617F tox	p97 ATPase inh	RBBP9 inhibitor	TbHK1 inh	p47phox inh	PPC-1+TRAIL kill	EP2 antag	BaF3 tox
O=C(CCSc1ccc(Cl)cc1)NC12CC3CC(CC(C3)C1)C2	-9.3[20 µM]	-4.4	-1.1	0.5	-3.6	1.0	-20.0	8.3	2.6
COc1cc(NC(=O)C2CCC(CNc3c(N4CCC(C)CC4)c(=O)c3=O)CC2)cc(OC)c1 (stereo unspecified)	-10.5	-2.2	1.5	-8.8	-3.6	5.9	8.4	4.8	0.2
CCOc1ccc(N=C(/C(C(=O)C(=O)N2CCOCC2)=C(/O)c2ccccc2)c2ccccc2)cc1	-13.0	-0.6	6.6	-1.9	-23.9	7.9	14.9	4.3	-2.3
CCSc1ccccc1C(=O)NCCCn1ccnc1	-17.5[20 µM]	-3.4	6.0	-11.5	-2.6	0.6	1.2	3.7	2.1
CCOc1ccc2nc3c(cc2c1)CN(CCOC)C(=NCCOC)S3	-1.7[20 µM]	-0.8	-0.3	-0.9	-3.4	-9.2	10.7	13.9	2.0
S=C(NCCN1CCOCC1)NC1CCCC1	-20.4	3.5	4.0	-4.9	-6.8	-5.0	-0.3	14.0	9.3
Nc1nonc1C(=O)N/N=C/c1ccc(Br)o1	-1.0	-0.8	2.1	1.1	-71.2	-9.3	3.3	8.4	-0.6
CC(C)C(NC(=O)c1ccccc1NC(=O)c1ccco1)C(=O)NNC(=O)c1ccncc1 (stereo unspecified)	-20.5	-1.1	5.1	-1.3	-15.6	-8.4	1.8	11.3	-2.9
COc1ccccc1C(=O)NC(CCSC)C(=O)OC(C)C(N)=O (stereo unspecified)	-25.9	-3.2	5.7	1.6	-3.3	-2.8	10.9	4.0	-2.1
CCOC(=O)c1ccc(NC(=S)Nc2ccc(C)cc2)cc1	-25.5	0.9	-1.5	-3.6	-1.4	-3.1	-2.3	16.9	6.2
CCn1c(SCC(=O)NCc2cccs2)nnc1-c1ccco1	-17.8	2.4	-2.5	-1.5	-1.4	-9.5	12.7	8.5	5.8
N#Cc1ccc(NC(=O)CCc2nc3ccccc3s2)cc1	-15.6	-2.6	0.9	-6.0	-0.4	-0.5	12.6	6.5	0.7
CSCCC(NS(=O)(=O)c1ccc(Br)cc1)C(=O)OCC(=O)NC1CC1 (stereo unspecified)	-18.7	-1.6	3.1	-1.7	1.3	-1.8	-7.1	5.2	5.6
N#Cc1sc(C(N)=O)c(-c2ccccc2)c1-c1ccccc1	-10.5	1.1	-4.8	-4.6	7.8	5.1	12.3	5.2	-1.6
Cc1cc(C)nc(-n2nc(C)cc2Nc2ccccc2)n1	-10.0[20 µM]	1.7	1.1	-3.3	-5.5	-7.5	-3.7	12.0	7.1
O=C(CN1CCC(O)(c2ccc(F)cc2)CC1)NCc1ccc(F)cc1	-33.1	2.2	2.3	-8.7	7.6	-3.0	26.7	7.3	9.6
Cn1c(=O)c2nc(NCc3ccccc3)cnc2n(C)c1=O	-25.6	-4.3	4.5	-2.2	5.0	-13.7	-21.9	·	3.9
O=C(CS(=O)CC(=O)N(CC(=O)NC1CCCC1)C1CCCCC1)Nc1ccc(F)cc1 (stereo unspecified)	-16.5[20 µM]	2.5	-6.8	4.1	1.6	-12.3	29.6	5.8	4.1
Cc1cccc(NCc2nnc(-c3ccccc3)o2)c1C	-22.7	0.1	-6.8	-10.9	-2.4	2.0	3.5	6.9	6.3
O=C(CNC(=O)/C(=C\c1ccccc1)NC(=O)c1ccc(Br)cc1)OCc1ccccc1	-24.4[20 µM]	3.2	-2.3	-8.0	4.2	-13.4	-8.9	-1.9	7.1
COc1cc(CNC(=O)OCC(C)C)cc(OC)c1OC	-28.1	0.6	0.2	0.2	-1.4	-4.3	14.2	13.8	0.3
CCOC(=O)c1ccc(Nc2nc(C)cc(=O)[nH]2)cc1	-15.1[20 µM]	-3.2	0.5	8.6	-11.0	-8.5	17.7	6.3&8.7	4.3
CCn1c(=O)cc(SCC(=O)NCCCN2CCC(C)CC2)c2ccccc21	-18.7	0.2	9.8	-4.7	-2.0	-12.9	23.3	8.0	4.0
c1csc(-c2nc3nc4ccccc4nc3n2Cc2ccc3c(c2)OCO3)c1	3.1[20 µM]	-1.0	2.8	-1.6	-10.1	-26.9	11.3	9.8	2.6
COc1cccc(C2CC(c3ccccc3)Nc3nc(N)nn32)c1 (stereo unspecified)	-16.7	-2.5	0.5	0.4	-3.6	-12.8	-0.1	6.9	-2.3
CCOCC(O)CS(=O)Cc1ccccc1 (stereo unspecified)	-26.3[20 µM]	0.7	0.0	0.3	3.4	7.3	2.4	7.1	5.0
CCCC(=O)C1=C(c2ccccc2)C(C#N)(C#N)C(C#N)=C1N	-19.7	-1.4	6.9	-0.3	-10.4	-50.4	14.1	9.9	3.8
BrC(=C\c1ccccc1)/C=N/N1CCN(c2ccccc2)CC1	-24.7	-1.4	-0.9	-3.9	-17.4	-6.0	2.5	4.0	6.5
O=C(Nc1ncc(Cc2ccc(C(F)(F)F)cc2)s1)c1ccc(-c2cccc([N+](=O)[O-])c2)o1	-16.1	4.6	1.2	-5.7	-32.8	-16.8	-3.1	6.0	8.6
COc1ccc(N(CC(=O)NCCC2=CCCCC2)S(=O)(=O)c2ccc(C)cc2)cc1OC	-14.3	-1.7	4.5	5.9	-0.1	-4.7	4.5	2.3	5.2
CCC(C)(C)n1nnnc1CN1CCc2ccccc21	-11.3[20 µM]	-2.3	-5.1	-2.8	-12.3	-24.0	18.6	10.7	1.9
CC1=NCCN1CCNC(=O)Nc1cc(C)cc(C)c1	-11.3	-2.0	1.1	-5.4	-4.5	-9.4	10.0	-0.1	-2.8
Cc1occc1-c1nnc(SCC(=O)Nc2ccccc2-c2ccccc2)n1C	-18.0	-4.1	-1.2	-4.5	-2.6	-1.6	1.0	12.0	-1.1
CCOC(=O)c1cnc(-c2ccccc2)nc1-c1ccccc1	-1.5	1.0	-7.6	-2.9	4.6	-5.2	32.2	0.8	0.4
CCOC(=O)c1[nH]c2ccccc2c1NC(=O)c1ccc(S(=O)(=O)N2CCCCC2)cc1	-14.9	3.5	-6.0	-5.0	-1.4	-4.9	2.2	12.4	7.3
Cc1nc(SCC(=O)Nc2ccccn2)n[nH]1	-19.5	-0.5	5.1	-4.1	2.7	-1.5	20.0	4.5	2.2
CCCCOc1ccc(-c2nnn(CCC(=O)N3CCOCC3)n2)cc1	-23.9	-1.3	-1.6	-1.7	-7.8	2.1	14.0	9.5	3.5
O=C1CCC/C(=N/NC(=O)c2cc(NS(=O)(=O)c3cccs3)cc(NS(=O)(=O)c3cccs3)c2)C1	-27.2	-2.1	10.8	7.5	-12.0	-13.5	16.3	8.4	0.8
CNC(=O)C1CCN(C(=O)c2ccc(-c3ccccc3)cc2)CC1	-22.7[20 µM]	0.3	2.4	4.1	1.6	-12.9	1.1	-1.7	0.4
Cc1ccc(NC(=O)c2cccc(OCc3c(C)noc3C)c2)c(C)c1	-5.1	-0.5	0.4	-6.0	-3.8	-8.4	8.4	5.6	8.7
CC(C)CCNC(=O)CN(Cc1ccc2c(c1)OCO2)C(=O)CCC(=O)Nc1ccccn1	-13.6	0.8	-1.6	-6.8	0.3	-6.7	13.1	16.0	1.6
Cn1cc(CN2CCc3ccccc3C2)c2ccccc21	-0.3[20 µM]	8.8	-5.7	-1.4	7.6	-7.8	39.4	5.5	17.6
Cc1ccc(C(NC(=O)C2CCCCC2)c2c(O)ccc3ccccc23)cc1 (stereo unspecified)	-8.8	-0.1	-2.5	-12.2	4.1	3.7	19.3	9.2	-0.3
COc1ccc2nc(/N=C(\N)NC(=O)C(C)(C)C)nc(C)c2c1	-13.1	17.1	0.3	6.2	-18.7	-9.2	·	6.6	19.4
Nc1cccc(Oc2ccc3c(c2)C(=O)N(CC2CCCO2)C3=O)c1 (stereo unspecified)	-16.4	-6.4	9.3	4.0	-9.0	-15.2	-6.2	5.3	4.0
COc1ccccc1N(CC(=O)NCCc1ccccc1)S(C)(=O)=O	-12.0	-2.4	5.1	-3.4	-0.5	-1.7	6.6	·	2.0
CC(C)(C)OC(=O)Cn1c(=O)cnc2ccccc21	-15.1[20 µM]	-0.6	1.4	-7.6	-19.6	-17.4	1.0	6.3	3.0
COc1ccc(-c2cc(C(F)F)n3ncc(C(=O)NCCCN4CCCC4=O)c3n2)cc1	-35.1	-4.1	3.1	-2.5	-26.5	-12.8	-9.6	9.1	1.4
COc1cccc(CN2CCCCC2C(=O)O)c1 (stereo unspecified)	-20.4	-1.6	6.1	5.4	0.0	2.3	-7.1	8.6	-1.9
CCOC(=O)c1sc(S(C)(=O)=O)c2c1CCc1conc1-2	-16.6	-2.1	5.0	-3.7	-20.8	-8.4	16.8	11.7	3.1
COc1cc(/C=C/C(=O)OCC(=O)Nc2ccc3c(c2)OCCO3)ccc1O	-11.8	-1.5	2.5	-5.1	-18.7	-17.3	1.2	8.3	2.9
COc1ccc(/C=C/C(=O)c2nc3ccccc3n2CC(=O)c2ccc(OC)cc2)cc1	-14.4[20 µM]	-1.1	3.4	-15.8	-14.8	-20.7	-10.5	12.2	3.3
Cc1c(C)n(C(=O)CN2CCC(C)CC2)c2ccccc12	-34.6[20 µM]	-1.6	1.6	-7.9	-0.1	-19.6	10.1	15.6	3.7
CC(C)(C)C(=O)NC(=S)Nc1ccc(S(=O)(=O)Nc2nccs2)cc1	-24.1	4.7	-1.6	-10.8	1.3	0.8	-2.0	2.5	5.7
COC(=O)Cn1c(=NC(=O)c2nc3ccccc3s2)sc2cc(S(N)(=O)=O)ccc21	-0.4	1.0	1.4	-9.1	-21.1	3.8	-6.2	10.5	3.4
CC1CCCCC1NC(=O)CO/N=C/c1ccccc1OC(F)F (stereo unspecified)	-15.3	-2.8	0.1	2.7	1.4	-4.3	-15.0	1.8	3.3

# Some of the compounds tested, so the mix of outcomes need not match the whole.
